FBW7 act = activators of human E3 ligase FBW7. normalized activity (activation), % at 26.1 µM. AID 1259310. AlphaScreen FBW7–phospho-cyclin E peptide binding, activator screen. Q969H0. hit rate 0.13% among 650,000; in the data active = normalized activity above about 1.9%;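 note: purified mutant Fbw7 with reduced substrate affinity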
GPR151 ag = activates the human receptor GPR151. activation, % at 11.2 µM. hit rate 1% among 650,000. Q8TDV0. PathHunter beta-arrestin GPR151 cells, luminescence; in the data active = activation above about 4.9%;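 note: 0% = median of compound wells and 100% = cells with positive control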
Target sequence (Q8TDV0 whole entry, looked up): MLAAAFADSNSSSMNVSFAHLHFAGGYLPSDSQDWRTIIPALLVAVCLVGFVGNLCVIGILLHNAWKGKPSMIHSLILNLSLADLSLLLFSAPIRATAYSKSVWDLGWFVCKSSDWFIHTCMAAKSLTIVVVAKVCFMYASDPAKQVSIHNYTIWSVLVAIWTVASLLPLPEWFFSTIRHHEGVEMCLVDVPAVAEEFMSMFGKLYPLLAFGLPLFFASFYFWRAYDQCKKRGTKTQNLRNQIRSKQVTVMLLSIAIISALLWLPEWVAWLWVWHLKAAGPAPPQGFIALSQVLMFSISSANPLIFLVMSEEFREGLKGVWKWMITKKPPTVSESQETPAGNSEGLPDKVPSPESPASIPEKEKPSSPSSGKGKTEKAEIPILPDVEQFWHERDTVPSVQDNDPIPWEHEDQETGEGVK
TEAD-YAP inh = TEAD-YAP interaction inhibition. HEK-TIYL cells, TEAD-Gal4/YAP UAS-luciferase luminescence. inhibition, % at 9.12 µM. hit rate 1.4% among 640,000; in the data active = inhibition above about 32%;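 note: 0% = median of test compound wells and 100% = reference inhibitor wells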
MITF primary = inhibitors of human MITF. O75030. AlphaScreen MITF homodimerization, bead proximity signal. inhibition, % at 2.6 µM. hit rate 0.91% among 650,000. AID 1259374; in the data active = inhibition above about 50%;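 note: 0% = vehicle wells with protein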
Target sequence (O75030 whole entry, looked up): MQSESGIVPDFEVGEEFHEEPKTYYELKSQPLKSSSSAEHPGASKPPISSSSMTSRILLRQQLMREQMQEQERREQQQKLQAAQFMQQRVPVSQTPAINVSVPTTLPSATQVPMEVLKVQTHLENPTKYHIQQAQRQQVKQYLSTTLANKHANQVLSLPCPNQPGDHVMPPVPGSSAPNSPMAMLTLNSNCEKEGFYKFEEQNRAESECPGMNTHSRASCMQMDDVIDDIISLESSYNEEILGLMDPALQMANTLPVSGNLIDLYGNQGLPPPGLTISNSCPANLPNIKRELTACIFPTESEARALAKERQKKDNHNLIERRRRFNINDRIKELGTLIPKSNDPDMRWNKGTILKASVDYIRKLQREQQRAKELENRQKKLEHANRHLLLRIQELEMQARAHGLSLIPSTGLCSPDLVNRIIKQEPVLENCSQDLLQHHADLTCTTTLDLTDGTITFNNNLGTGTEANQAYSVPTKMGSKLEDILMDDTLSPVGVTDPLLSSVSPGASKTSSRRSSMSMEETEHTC
Active calls of the source: *.

SMILES	FBW7 act	GPR151 ag	TEAD-YAP inh	MITF primary
O=C(O)/C=C/c1ccc2ccccc2n1	0.0	0.2	-12	-11
CCC(=O)N1CCc2cc(S(=O)(=O)Nc3ccc(C)cc3C)ccc21	0.2	-0.2	9	8
COc1cc(C(=O)N2CCN(c3ccc([N+](=O)[O-])cc3)CC2)cc(OC)c1OC	0.2	0.5	9	12
FC(F)(F)c1ccc(Cn2cnc3c(NCCOc4ccccc4)nc(N4CCOCC4)nc32)cc1	0.0	0.9	0	5
Cc1ccccc1OCCCC(=O)NC1CCCC1	-0.1	0.1	-7	-20
Cc1c(=O)n(OCc2ccc(Cl)cc2)c2ccccc2[n+]1[O-]	-0.3	1.7	6	6
Nn1cnnc1SC1CCCCC1NS(=O)(=O)c1ccccc1 (stereo not given)	-0.1	1.6	7	10
O=C(NCCCN1CCCc2ccccc21)Nc1cccc2ccccc12	-0.3	1.3	2	-4
O=C(Cn1cnc2sc3c(c2c1=O)CCC3)Nc1cccc(C(F)(F)F)c1	-0.1	-0.5	11	10
O=C(CSc1nc2ccccc2[nH]1)NC1CCCCCC1	0.2	1.3	-5	-5
CCC(CC)C(=O)Nc1c2c(nn1-c1ccc(C)cc1)CSC2	0.2	-0.4	-3	16
CCCN1C2=NCCN2c2cc(C)c(C)cc21	0.3	-0.8	10	1
Cc1cccc(C)c1NC(=O)COC(=O)[C@H](C)NS(=O)(=O)c1cccc2nsnc12	0.0	-0.2	14	7
CC(=O)NC(Cc1ccc(F)cc1)C(=O)NC1CCN(C(=S)Nc2ccccc2)CC1 (stereo not given)	1.0	-0.4	5	25
COC(C(=O)N1CCC(c2nnc(SCc3ccccc3)n2C)CC1)c1ccccc1 (stereo not given)	-0.2	-0.1	-4	-14
COCCN1C(=O)c2ccc(C(=O)Nc3ccc(C(=O)O)cc3)cc2C1=O	0.0	-0.2	-4	5
COc1ccccc1NC(=O)C1CC12CCN(CC1=CC[C@H]3C[C@@H]1C3(C)C)CC2 (stereo not given in full)	0.0	1.3	10	-1
COc1ccc(NC(=O)/C(C#N)=C\c2ccccc2O)cc1	0.3	-2.8	40*	19
COc1ccc(CC(=O)NCc2cn3ccc(C)cc3n2)cc1	0.2	0.2	-1	7
Cc1c(Oc2ccccc2)c(=O)[nH]c2nnc(C(F)(F)F)n12	0.4	1.1	6	11
O=C(Nc1nc(-c2ccncc2)cs1)C1Cc2c(ccc3ccccc23)O1 (stereo not given)	-0.1	-0.3	-32	-2
CN1CCN(C(=O)CN2Cc3ccccc3C2=O)CC1	0.0	1.3	-6	0
COc1ccc(OC)c(Nc2nc(-c3sc(NC(C)=O)nc3C)cs2)c1	0.6	0.0	5	3
O=C1Nc2ccc(S(=O)(=O)Nc3ccc(N4CCOCC4)cc3)c3cccc1c23	0.2	-0.7	-1	26
CCCCN1CCN(c2ccc3c(c2)OCO3)C1=O	0.1	-3.5	-39	-3
COc1cc(=O)n2c(c1C(=O)N1CCCC1)CCN(Cc1ccc3c(c1)CCO3)CC2	-0.1	0.6	8	1
Cn1c(=O)c2c(SCC(=O)Nc3ccc(F)cc3)nc(-c3ccco3)nc2n(C)c1=O	0.1	-0.1	6	12
Cc1cc(C=O)c(C)n1-c1ccccc1Cl	-0.1	-0.5	0	14
CC(=O)Oc1ccc(-c2cccc(C(=O)N(C)c3ccccc3)c2)cc1	0.1	-0.3	10	9
CC1(C)CC(=O)c2cnc3c([N+](=O)[O-])c(N)nn3c2C1	-0.1	1.5	-5	-1

Filtered by structure: the compounds so far with two or more sulfur atoms
SMILES	FBW7 act	GPR151 ag	TEAD-YAP inh	MITF primary
Nn1cnnc1SC1CCCCC1NS(=O)(=O)c1ccccc1 (stereo not given)	-0.1	1.6	7	10
Cc1cccc(C)c1NC(=O)COC(=O)[C@H](C)NS(=O)(=O)c1cccc2nsnc12	0.0	-0.2	14	7
COc1ccc(OC)c(Nc2nc(-c3sc(NC(C)=O)nc3C)cs2)c1	0.6	0.0	5	3

The listing continues.
SMILES	FBW7 act	GPR151 ag	TEAD-YAP inh	MITF primary
O=C(NCc1cccnc1)C1CC1(c1ccccc1)c1ccccc1 (stereo not given)	-0.3	1.9	-6	-2
COc1ccc(N2C(=O)c3nccnc3C2=O)cc1OC	0.1	-0.8	-6	3
Cc1ccc(C(=O)NNC(=O)c2ccc(N)cc2)cc1	0.0	0.1	-5	5
COc1ccc(C(=O)Oc2ccccc2)cc1Br	0.5	-0.6	2	18
COc1cc(C(=O)N2c3ccccc3NC3=C(C(=O)CC(C)(C)C3)C2c2cccc(Br)c2)cc(OC)c1OC (stereo not given)	-0.1	-0.6	-14	1
S=C1NC(c2ccc(Br)cc2)=CC(c2ccccc2Cl)N1 (stereo not given)	0.0	1.2	2	10
CC(=O)C(C(=O)Nc1ccc(F)cc1)C(c1ccccc1F)C(C#N)C#N (stereo not given)	0.1	-0.6	-2	2
Oc1cccc(-c2cncc(-c3cccnc3)n2)c1	0.8	-0.5	-10	5
O=C(Nc1cc(=O)c2ccccc2o1)N1CCOCC1	-0.1	2.0	23	7
Cc1ccc(C(C(=O)NC2CCCCC2)N(C(=O)c2csnn2)c2ccccc2)o1 (stereo not given)	0.1	-1.2	-7	20
COc1ccc(CN2CCN(C3CCN(Cc4ccccc4)CC3)CC2)cc1OC	0.0	0.3	0	21
COc1ccc(C)cc1NC(=O)C(=O)CC(=O)c1ccccc1OC	0.2	-0.7	5	17
O=[N+]([O-])c1ccc(C2N(Cc3ccccc3)CCN2Cc2ccccc2)cc1	0.1	0.7	3	6
Fc1ccccc1CSc1nnc2c(n1)OC(c1ccccn1)Nc1ccccc1-2 (stereo not given)	-0.3	0.7	-4	0
C#CCN(Cc1nc(N2CCN(C(C)=O)CC2)c2ccccc2n1)C1CCCCC1	0.2	0.1	12	17
Cc1nc(NCc2ccco2)c2c3c(sc2n1)CCC3	-0.1	-0.4	18	14
COc1cc(-c2nnc3n(Cc4ccccc4)c(=O)c4ccccc4n23)cc(OC)c1O	0.0	1.9	0	-1
COc1ccc(Cc2nc(C)c(CC(N)=O)c(=O)[nH]2)cc1	-0.3	-1.8	7	-6
CCOC(=O)C1CCCN(S(=O)(=O)c2ccc(OC)c3ccccc23)C1 (stereo not given)	-0.1	-0.8	-2	7
Cn1ccnc1C1(O)CCN(CC(=O)N2CCN(c3ccc(F)cc3)CC2)CC1	0.0	0.5	22	10
CCC1CCCCN1Cc1ccc(C(=O)NC2CCC(O)CC2)c(=O)[nH]1 (stereo not given)	-0.1	-1.1	-12	-5
Cc1c(C(=O)N(CC(N)=O)C(C)C)oc2ccc(Br)cc12	0.2	-0.1	-7	-9
CCN(c1ccccc1)S(=O)(=O)c1ccc2[nH]cc(C(=O)N(C)Cc3ccccc3)c(=O)c2c1	-0.1	-0.3	9	-2
CCC(=O)N1CCC(n2nc(C3CC3)ccc2=O)CC1	0.7	-1.6	-4	19
CCOC(=O)Cc1csc(NC(=O)Cn2nnc3sc4c(c3c2=O)CCCC4)n1	0.0	0.1	4	7
CCCc1cc(=O)n2[nH]c(-c3ccc(Br)cc3)cc2n1	-0.1	-0.2	-81	0
COCCCNc1nc(-c2ccc(C(C)(C)C)cc2)nc2ccccc12	-0.1	1.7	-1	7
O=C(C1CC1)N1CCC[C@@H]2CN(Cc3ccc(F)cc3)CC[C@H]21	-0.2	-0.5	4	0
Cc1nc2nc(SCC(=O)NCCC3=CCCCC3)nn2c(C)c1Cc1ccc(F)cc1Cl	-0.3	2.0	0	-7
CCc1cccc(CC)c1NC(=O)CSc1nc2ncnc(N)c2[nH]1	0.0	-0.5	-3	31
Cc1cc(NC(=O)c2c(F)cccc2F)n(-c2ncnc3c2cnn3-c2cccc(C)c2C)n1	0.1	2.1	7	-3
O=C(CCN1C(=O)c2cccc3cccc(c23)C1=O)NCc1ccc2c(c1)OCO2	0.0	2.9	4	-13
COc1cc(NC(=O)c2cccc(-n3cc(NC(=O)Cc4cccc(NS(C)(=O)=O)c4)cn3)c2)cc(OC)c1OC	0.9	-0.1	2	17
COc1ccc(CCc2nnc(CCC(=O)N3CCN(C4CCCC4)CC3)o2)cc1	-0.1	0.2	-27	-5
Cc1csc(SCC(=O)Nc2ccc(C(C)C)cc2)n1	0.4	-1.2	-8	16
Cc1ccc(C(=O)Nc2ccc(Cl)cn2)cc1S(=O)(=O)N1CCCCC1	-0.1	-0.1	-1	-1
COc1ccc(CN2CCN(S(=O)(=O)c3ccccc3)CC2)c(OC)c1	0.5	0.2	0	42
C=C(Cl)CSc1nnc(Nc2cccc(OC)c2)s1	-0.1	-0.3	-32	1
CCCCCn1c(SCc2cccc([N+](=O)[O-])c2)nc2cc(C(=O)N3CCc4ccccc4C3)ccc2c1=O	0.1	-1.0	6	21
CN(C(=O)C1CCOCC1)C(Cc1ccccc1)C1CCN(C(=O)C2CC=CCC2)CC1 (stereo not given)	0.2	0.6	-26	-11
O=C(NCc1cccnc1)C(=O)Nc1ccc(Cl)c(Cl)c1	-0.2	-1.3	-4	-3
Cc1cc(=O)oc(C)c1C(=O)Nc1ccccc1C(=O)N1CCCCC1	0.0	0.6	1	-1
CCOC(=O)Nc1ccc(S(=O)(=O)NC2CC2)cc1	-0.1	-0.7	14	0
CCOCCCNC(=O)CCCCCNS(=O)(=O)c1ccc(Br)cc1	0.0	0.4	1	-4
COc1ccc(C(=O)Oc2ccc(/C=C3\SC(N)=NC3=O)cc2)cc1	-0.2	0.2	5	3
O=C(Cc1c(F)cccc1Cl)N1CCN(c2ccccc2)CC1	-0.2	-0.8	-8	5
COc1cc(/C=C\C(=O)NCc2ccc3c(c2)cc(C)n3C)cc(OC)c1OC	0.1	-0.5	-11	16
Cc1cc(C(=O)CSc2cccc[n+]2[O-])c(C)n1Cc1ccco1	-0.1	0.2	-58	-6
CCOc1ccc(C(C)NC(=O)c2ccc(F)cc2)cc1 (stereo not given)	0.0	-0.9	0	5
Cc1ccc(C(=O)Nc2ccccn2)cc1C	0.3	-9.7	44*	18
Cc1cc(C)nc(SCCn2c(N3CCC(C)CC3)nc3c2c(=O)n(C)c(=O)n3C)n1	0.7	-0.8	-9	4
O=C(Cc1ccc([N+](=O)[O-])cc1)NN=C1CCCCC1	-0.1	-0.8	-3	11
CC(C)NC(=O)C(=O)N/N=C/c1ccc(OCc2ccccc2Cl)cc1	-0.1	-1.0	-4	55*
Cc1nn2c(=O)c3ccccc3nc2s1	0.0	-1.3	2	8
O=C(CSc1nc(-c2ccccc2)cc(-c2ccccc2)n1)Nc1cccc(Cl)c1	-0.2	0.2	8	0
CCC(C)(C)NC(=O)CN(C(=O)CCC(=O)Nc1cc(C)ccn1)c1cccc(OC)c1	0.3	-0.9	-5	-2
Nc1ncc2c(n1)-c1cc(Cl)ccc1SC2	0.5	-2.1	0	0
Cc1cc2ncn(-c3ccc([N+](=O)[O-])cc3C#N)c2cc1C	0.2	-1.4	14	0
Cc1nnc(SCC(=O)Nc2ccc3c(c2)OCO3)n(N)c1=O	-0.5	-1.7	3	2
COc1cccc(C2NC(=O)NC(O)(C(F)(F)F)C2C(=O)c2ccc(Cl)cc2)c1 (stereo not given)	0.2	2.9	1	15

Following part.
SMILES	FBW7 act	GPR151 ag	TEAD-YAP inh	MITF primary
CCOC(=O)c1cnn(-c2ccnc3cc(Cl)ccc23)c1CNC1CC1	0.1	1.7	9	6
COc1ccc(CCNC(=O)c2ccc(Nc3ccc(OC)c(OC)c3)nc2)cc1OC	-0.2	2.5	27	1
O=C(Nc1ccc2ccccc2c1)c1ccc(CSc2ccc(Cl)cc2)cc1	0.0	1.6	-4	7
CCN(CCO)Cc1cc(=O)oc2cc(C)c(Cl)cc12	0.3	0.5	4	6
Cc1nc(C)c(/C(O)=C/c2nc3ccccc3[nH]c2=O)o1	-0.1	-1.7	-72	1
COCCn1nnnc1C(C(C)C)N1CCN(C2CCCC2)CC1 (stereo not given)	0.1	-1.6	1	-2
CC(=O)N1CCC2(O)CCCCC2C1c1ccccc1 (stereo not given)	0.6	-1.3	-1	13
COc1cc(NC(=O)c2cnc(Nc3ccncn3)s2)cc(OC)c1OC	-0.1	-1.1	1	13
COc1cc(C=O)ccc1Oc1ccc(C(F)(F)F)cc1[N+](=O)[O-]	0.2	-0.1	4	29
Cc1ccc2nc3sc(C(=O)N4CC(=O)Nc5ccccc54)c(N)c3cc2c1	0.4	3.2	11	-4
CCC(C(=O)NC(C)C)n1nc(C)c2sc3ccccc3c2c1=O (stereo not given)	0.0	3.5	4	-2
Cc1noc(/C=C/N(C)C)c1S(=O)(=O)N1CCN(c2ccccc2)CC1	-0.1	-0.3	-3	5
COc1ccc(NC(=O)C2CC(=O)N(Cc3ccc4c(c3)OCO4)C(=Nc3ccc(F)cc3)S2)cc1 (stereo not given)	-0.1	-0.2	3	-7
O=C(NCCO)C(=O)NCC1OCCCN1S(=O)(=O)c1ccc(F)cc1 (stereo not given)	0.2	1.3	6	-4

Compound profiles, from the list above. Screens in order: FBW7 act	GPR151 ag	TEAD-YAP inh	MITF primary
Cc1cc(C=O)c(C)n1-c1ccccc1Cl in the list: -0.1	-0.5	0	14
O=C(Cc1ccc([N+](=O)[O-])cc1)NN=C1CCCCC1 in the list: -0.1	-0.8	-3	11
Nc1ncc2c(n1)-c1cc(Cl)ccc1SC2 in the list: 0.5	-2.1	0	0

Screening data: PubChem BioAssay, The Scripps Research Institute Molecular Screening Center
